# RNase H inhibition: RNase H inhibition, HIV 1 Gag Pol polyprotein, FRET biochemical assay, screening (AID 372); HIV-1 RT RNase H, FRET RNA/DNA substrate fluorescence; higher % means a stronger effect; inhibition, % at 10 µM; hits with a dose series show IC50 in µM; 0.77% of 100,000 active; in the data active = inhibition above about 50%
# An asterisk follows results filed as active; & = joins results of further samples.
# A first look (three entries):
SMILES,RNase H inhibition
CSc1ccc(CN2CCN(Cc3cccc(Cl)c3)CC2)cc1,8%
CCCN1CCC(N2CCCCCCC2)CC1,7%
Cc1ccccc1CN1CCN(c2cccc(C(F)(F)F)c2)CC1,0%

# Main list, repeating the preview:
SMILES,RNase H inhibition
CSc1ccc(CN2CCN(Cc3cccc(Cl)c3)CC2)cc1,8%
CCCN1CCC(N2CCCCCCC2)CC1,7%
Cc1ccccc1CN1CCN(c2cccc(C(F)(F)F)c2)CC1,0%
CCOc1ccccc1N1CCN(Cc2ccc(CC)cc2)CC1,11%
Cc1ccc(-c2nn(-c3ccccc3)cc2C=C2C(=O)NC(=S)NC2=O)o1,21%
COc1ccc(C=C2C(=O)NC(=O)NC2=O)cc1[N+](=O)[O-],5%
O=C1NC(=S)N(c2ccc(Cl)cc2)C(=O)/C1=C/c1ccco1,8.9µM*
Cc1ccccc1N1C(=O)NC(=O)/C(=C\c2cc(C)n(C)c2C)C1=O,8%
N#CC1=C(N)Oc2c(c(=O)oc3ccccc23)C1c1ccc([N+](=O)[O-])cc1 (stereo not drawn),7%
Cc1c(C(=O)O)cccc1-n1c(C)cc(/C=C2\C(=O)NC(=O)N(c3ccc4c(c3)OCO4)C2=O)c1C,4%
O=C(Cc1ccccc1)N1CCN(Cc2ccc([N+](=O)[O-])cc2)CC1,5%
COc1ccc(N2CCN(Cc3ccc(OC)c(C)c3)CC2)cc1,0%
O=C1NC(=S)NC(=O)C1=Cc1ccc(OCc2ccccc2)c(OCc2ccccc2)c1,23%
CC(C)c1ccc(C=C2C(=O)NC(=O)NC2=O)cc1,25%
CC1CCC(NCCc2ccc3c(c2)OCO3)CC1 (stereo not drawn),0%
Cc1ccccc1CN1CCN(C(=O)COc2ccc(Cl)cc2)CC1,0%
COc1ccc(-n2c(/C=C3/C(=O)Nc4ccccc43)nc3ccccc3c2=O)cc1,4%
COc1ccc(Br)cc1CN1CCN(C)CC1,4%
COc1cccc(N2C(=O)NC(=O)/C(=C/c3cc(OC)c(O)c(OC)c3)C2=O)c1,17%
O=c1[nH]c2ccccc2c(=O)n1-c1ccccc1,0%
O=C(CN1C(=O)c2ccccc2C1=O)Nc1ccc(Cl)cc1C(=O)c1ccccc1,6%
CCc1c(C)sc(NC(=O)C23CC4CC(CC(C4)C2)C3)c1C(=O)OC,16%
O=C1Nc2ccc(Br)cc2C1Cc1nc2ccccc2c(=O)n1-c1ccccc1 (stereo not drawn),27%
O=c1cccc2n1C[C@H]1C[C@@H]2CN(Cc2cccc3ccccc23)C1,8%

# Next part; it opens with the three that closed the last part.
SMILES,RNase H inhibition
CCc1c(C)sc(NC(=O)C23CC4CC(CC(C4)C2)C3)c1C(=O)OC,16%
O=C1Nc2ccc(Br)cc2C1Cc1nc2ccccc2c(=O)n1-c1ccccc1 (stereo not drawn),27%
O=c1cccc2n1C[C@H]1C[C@@H]2CN(Cc2cccc3ccccc23)C1,8%
CC1=C(C(=O)OCc2ccccc2)C2(C(=O)Nc3ccccc32)C(C(=O)OC(C)(C)C)=C(N)O1 (stereo not drawn),0%
Cc1cc(C=C2C(=O)N(C)C(=S)N(C)C2=O)c(C)n1C1CCCCC1,0%
CCOc1ccc(C(Nc2ccccc2)P2(=S)OC(C)C(C)O2)cc1 (stereo not drawn),6%
O=C1NC(=O)N(Cc2ccco2)C(=O)/C1=C\c1cn(Cc2ccccc2)c2ccccc12,23%
O=[N+]([O-])c1cccc(CNCCc2cccc(F)c2)c1,5%
O=C(Cn1cc(/C=C2/C(=O)NC(=S)N(c3ccc(Cl)cc3)C2=O)c2ccccc21)Nc1ccccc1,24%
CCOC(=O)c1c(-n2c(C)cc(C=C3C(=O)NC(=S)NC3=O)c2C)sc2c1CCCC2,27%
Cn1c(O)c(C(c2ccncc2)c2c(O)n(C)c(=S)n(C)c2=O)c(=O)n(C)c1=S,6%
O=C1NC(=O)C(=Cc2ccc(-c3ccc([N+](=O)[O-])cc3Cl)o2)C(=O)N1,33%
Cc1ccc(C=C2C(=O)NC(=S)N(c3ccccc3F)C2=O)s1,9%
O=C(NC(Oc1ccccc1Br)C(Cl)(Cl)Cl)c1ccco1 (stereo not drawn),0%
C=C(C)CN(CC)C1CCN(CC)CC1,6%
Cc1cccc(-n2c(/C=C3\C(=O)N(C)c4ccccc43)nc3ccccc3c2=O)c1,14%
CCC(C)N1CCN(Cc2cccc(OC)c2OC)CC1 (stereo not drawn),1%
Cc1cc(Cl)ccc1OCC(=O)N1CCN(C)CC1,2%
COc1ccc(-c2ccc(C=C3C(=O)NC(=O)NC3=O)o2)c([N+](=O)[O-])c1,14%
CCCOC1NC(=N[N+](=O)[O-])NC1OCCC (stereo not drawn),7%
O=[N+]([O-])c1ccc(N(CCO)CCO)c2nonc12,0%
COCCOC(=O)C1=C(N)OC(C)=C(C(=O)OC(C)C)C12C(=O)Nc1ccccc12 (stereo not drawn),2%
Cc1ccc(NC2=NCC(C)S2)c(C)c1 (stereo not drawn),15%
Cc1cccc(-n2c(/C=C/c3ccc(O)cc3)nc3ccccc3c2=O)c1,19%
Cc1cc(C)cc(N2C(=O)NC(=O)/C(=C\C=C\c3ccccc3)C2=O)c1,13%
CCOc1ccc(N2C(=O)/C(=C/c3ccc(Br)cc3)C(=O)NC2=S)cc1,24%
CCCSc1nc2ccccc2c(=O)n1-c1ccc(C)cc1,16%
Cc1cccc(C)c1N1CCN(c2c(C)cccc2C)CC1,4%
O=c1oc2ccccc2c2c1C(c1ccccc1)c1c(c3ccccc3oc1=O)O2,19%
Cc1ccc(S(=O)(=O)n2cc(C=C3C(=O)NC(=O)NC3=O)c3ccccc32)cc1,16%
O=C1NC(=O)C(=Cc2ccc(-c3ccc(C(=O)O)cc3)o2)C(=O)N1,18%
O=C(N/N=C1/CN2CCC1CC2)c1cc2ccccc2cc1O,10%
O=c1c2ccccc2nc(/C=C/c2ccc(O)cc2)n1-c1ccccc1[N+](=O)[O-],6%
CCOP(=O)(OCC)C(NC(=O)c1ccc(Cl)cc1)C(Cl)(Cl)Cl (stereo not drawn),2%
CN=C(C)c1c(O)n(C)c(=O)n(C)c1=O,1%
Cc1ccc(-n2c(C)cc(/C=C3\C(=O)NC(=O)N(C)C3=O)c2C)cc1C,17%
COc1ccc(OC)c(N2C(=O)CC(=O)NC2=O)c1,0%
CCOP(=S)(OCC)C(Nc1ccccc1)c1ccccc1 (stereo not drawn),3%
O=C1NC(=S)NC(=O)C1=Cc1cccc([N+](=O)[O-])c1,0%
Cc1ccc(N2C(=O)NC(=O)/C(=C\c3ccc(OCC(=O)O)c(Br)c3)C2=O)cc1C,13%
COc1cccc(C=C2C(=O)NC(=O)NC2=O)c1,11%
COc1ccc(C(O)(C(=O)O)c2ccc(OC)cc2)cc1,6%
O=C(NCc1ccccn1)c1ccccc1Cl,6%
Cc1ccc(/C=C2\C(=O)NC(=O)N(c3ccc(Br)cc3)C2=O)cc1[N+](=O)[O-],17%
Cc1c(-c2ccc(C=C3C(=O)NC(=S)NC3=O)o2)ccc([N+](=O)[O-])c1C,43%
C#CCOc1c(I)cc(C=C2C(=O)N(C)C(=S)N(C)C2=O)cc1OCC,17%
Cc1cc(/C=C2\C(=O)NC(=S)N(c3ccccc3F)C2=O)c(C)n1C,6%
Cc1ccccc1N1CCN(Cc2ccccc2)CC1,12%
C=CCc1cc(/C=C2/C(=O)NC(=S)N(CC=C)C2=O)cc(OC)c1O,16%
COc1cc(C=C2C(=O)N(C)C(=O)N(C)C2=O)ccc1OCc1ccc(Cl)cc1Cl,11%
Cc1cc(C)c(N=Cc2c(O)[nH]c(=O)[nH]c2=O)c(C)c1,0%
CCN1CCN(Cc2cc(OC)c3c(c2)OCO3)CC1,0%
O=C1NC(=O)N(c2ccc(Br)cc2)C(=O)/C1=C/c1ccc(Oc2ccc([N+](=O)[O-])cn2)cc1,10%
CC(C)OC(NC(=O)c1ccco1)C(Cl)(Cl)Cl (stereo not drawn),0%
O=C1NC(=O)C(CCc2ccncc2)(c2ccccc2)C(=O)N1,5%
C=CCN1C(=O)/C(=C\c2cccn2-c2ccc([N+](=O)[O-])cc2)C(=O)NC1=S,23%
CC(C)NC(C)C(O)c1ccc2c(c1)CCCC2 (stereo not drawn),3%
Clc1ccccc1CNCCc1ccc2c(c1)OCO2,5%
O=c1c2ccccc2nc(/C=C/c2ccccc2Cl)n1-c1cccc(C(F)(F)F)c1,6%
CCCCCCn1c(=O)c(C(=O)Nc2ccncc2)c(O)c2ccccc21,3%
CCCCOc1ccc(C(=O)CN2CCOCC2)cc1,23%
N#CC1=C(N)Oc2c(c(=O)oc3ccccc23)C1c1ccc(F)cc1F (stereo not drawn),10%
O=C1CC(=O)N(c2ccccc2F)C(=S)N1,3%

# Continuation.
SMILES,RNase H inhibition
CCOc1ccc(CNCCc2ccc(Cl)cc2)cc1,0%
CC(C)OC(=O)C1=C(N)OC2=C(C(=O)CC(C)(C)C2)C12C(=O)Nc1ccccc12 (stereo not drawn),0%
COc1ccc(O)c(CN2CCN(C)CC2)c1,3%
COc1ccc(CN2C[C@@H]3C[C@H](C2)c2cccc(=O)n2C3)cc1OC,0%
NC(N)=N/N=C/c1ccc2c(c1)OCO2,1%&4%
O=C1NC(=S)N(c2cccc(Br)c2)C(=O)/C1=C/c1ccco1,98%*
CCN1CCN(Cc2cc([N+](=O)[O-])ccc2Cl)CC1,0%
COc1cc2c(cc1OC)CC(C)(C)[N+](C)=C2,9%
COc1ccc(/C=C/c2nc3ccccc3c(=O)n2-c2ccc(O)cc2)cc1,9%
COc1cccc(CN2CCN(c3ccc(F)cc3)CC2)c1OC,0%
O=C(Cc1ccc(Cl)cc1)N1CCN(C/C=C/c2ccccc2)CC1,13%
Cc1c(C=O)c2ccccc2n1Cc1ccc(Cl)cc1,22%
CN(C)c1ccc(C=C2C(=O)NC(=S)NC2=O)cc1[N+](=O)[O-],14%
CCCCSc1nc2ccccc2c(=O)n1-c1ccccc1OC,13%
CC(=O)c1cc(F)c(N2CCN(C)CC2)cc1C,1%
COc1ccc(N2C(=O)NC(=O)/C(=C/c3ccc(SC)cc3)C2=O)cc1,3%
O=[N+]([O-])c1ccc(CNCCc2ccc(F)cc2)cc1,3%
Cc1ccc(-n2c(C)cc(/C=C3/C(=O)NC(=O)N(C)C3=O)c2C)cc1,1%
CC1CN(c2ccc(C(F)(F)F)cc2[N+](=O)[O-])CCN1 (stereo not drawn),1%&4%
CC(C)c1cccc(C(C)C)c1OCCN1CCCC1,11%
CN1C(=O)C(=Cc2ccco2)C(=O)N(C)C1=O,8%
CC/C(=C\C=C\C1C=CC2CCCC2C1C(=O)c1ccc[nH]1)C1OC(C(C)C(=O)O)CCC1C (stereo not drawn),15%&4%
CCOc1ccc(-n2c(-c3ccc(OC)cc3)nc3ccccc3c2=O)cc1,1%
CCC1(CCC(C)C)C(=O)NC(=O)N(C(=O)c2cccc(I)c2)C1=O (stereo not drawn),14%

# 5 entries already listed, arranged by formula weight, descending:
SMILES,RNase H inhibition
CC/C(=C\C=C\C1C=CC2CCCC2C1C(=O)c1ccc[nH]1)C1OC(C(C)C(=O)O)CCC1C (stereo not drawn),15%&4%
CCOc1ccc(-n2c(-c3ccc(OC)cc3)nc3ccccc3c2=O)cc1,1%
COc1ccc(N2C(=O)NC(=O)/C(=C/c3ccc(SC)cc3)C2=O)cc1,3%
CN(C)c1ccc(C=C2C(=O)NC(=S)NC2=O)cc1[N+](=O)[O-],14%
O=[N+]([O-])c1ccc(CNCCc2ccc(F)cc2)cc1,3%

# More entries follow.
SMILES,RNase H inhibition
COc1ccc(N2CCN(Cc3ccc(F)cc3F)CC2)cc1,17%
O=[N+]([O-])c1ccc(N2CCNCC2)cc1N1CCOCC1,3%
CC1=[N+]([O-])C(C(=O)c2ccccc2)N(O)C1(C)C (stereo not drawn),11%
CCC(C)N1CCN(C(=O)COc2ccc(Cl)cc2)CC1 (stereo not drawn),4%
CN1CCN(Cc2ccsc2)CC1,12%
COc1ccc(CCNCc2cccc(Br)c2)cc1OC,2%
Cc1ccc(C)c(C2C(C#N)=C(N)Oc3c2c(=O)oc2ccccc32)c1 (stereo not drawn),4%
O=S(=O)(c1cc(Cl)c(O)c(Cl)c1)c1cc(Cl)c(O)c(Cl)c1,24%&8%
Cn1cccc1CN1CCN(C(=O)COc2ccccc2)CC1,0%
CCOc1ccc(CN(CCc2ccc3c(c2)OCO3)Cc2ccc(OC)cc2)cc1,8%
O=[N+]([O-])c1ccc(CN2CCN(Cc3ccc4c(c3)OCO4)CC2)cc1,9%
Cc1cc(N2CCNCC2)c2ccccc2n1,0%
COc1ccc(C2c3c(c4ccccc4oc3=O)Oc3c2c(=O)oc2ccccc32)cc1,9%
O=[N+]([O-])c1ccccc1CN1CC=C(c2ccc(F)cc2)CC1,9%
Cc1ccc(-n2c(=O)[nH]c3ccccc3c2=O)cc1,0%
C=CCN1C(=O)NC(=O)/C(=C/c2ccc(-c3ccc(C(=O)OCC)cc3)o2)C1=O,20%
Cn1c(O)c(C=NC2CC(C)(C)NC(C)(C)C2)c(=O)n(C)c1=O,7%
COc1ccc(OC)c(CN2CCNCC2)c1,1%
O=[N+]([O-])N=S(c1ccccc1)c1ccccc1,5%
O=C(c1ccc(N2N=N2)cc1)c1ccc(N2N=N2)cc1,2%
Cc1cc(C=C2C(=O)NC(=S)NC2=O)c(C)n1-c1ccc(F)cc1,26%
O=C(NC(Oc1ccccc1)C(Cl)(Cl)Cl)c1ccccc1 (stereo not drawn),5%
Cc1c(C=O)c2ccccc2n1Cc1ccccc1Cl,15%
COc1ccccc1-n1c(=S)[nH]c2ccccc2c1=O,18%
Cc1c(Br)c([N+](=O)[O-])nn1CC(=O)Nc1ccc(Cl)cc1C(=O)c1ccccc1,15%
Cc1ccc(CN2CCN(c3cc(C)ccc3C)CC2)cc1,0%
CCOc1cccc(N2C(=O)CC(=O)NC2=S)c1,13%
Cc1cccc(N2C(=O)NC(=O)/C(=C\c3cnn(-c4ccccc4)c3)C2=O)c1,18%
O=C(COc1ccccc1)N1CCN(C2CCN(Cc3ccccc3)CC2)CC1,3%
COc1ccccc1CN1CCN(Cc2cccc(F)c2)CC1,7%
COc1ccccc1-n1c(/C=C\c2ccccc2[N+](=O)[O-])nc2ccccc2c1=O,16%

# High-throughput results from PubChem.

# An excerpt; the hit share may differ from the screen's.
